Caspase-7 inhib = caspase-7 (human) inhibition, allosteric or competitive | P55210 | recombinant caspase-7, Ac-DEVD-AFC fluorescence rate | Potency, µM (titrated, usually from 57.5 µM), for inactives: top-dose activity change, negative = inhibition, usual class: inhibitors | 0.02% of 75,000 active; active = well fitted inhibition curve with a large enough effect in the main read-out, with a control signal flat, not every such curve was filed as active; inconclusive = small, poorly fitted or top-dose-only effect, or a change in a side signal; note: potency is the fitted concentration of half-maximal effect; % of control where 0% means no effect
Target sequence (P55210 24-198 limits assumed): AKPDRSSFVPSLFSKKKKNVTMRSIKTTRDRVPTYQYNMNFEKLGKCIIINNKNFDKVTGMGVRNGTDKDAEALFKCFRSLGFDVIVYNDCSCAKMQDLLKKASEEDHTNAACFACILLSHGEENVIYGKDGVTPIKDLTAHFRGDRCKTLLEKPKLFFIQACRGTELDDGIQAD
Target sequence (P55210 207-303 limits assumed): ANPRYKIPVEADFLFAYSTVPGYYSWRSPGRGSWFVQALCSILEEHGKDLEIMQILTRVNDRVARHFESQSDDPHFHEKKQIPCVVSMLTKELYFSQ
HEK293 cAMP ctrl = parental HEK293 cAMP activation (counter-screen); parental HEK293 CNG cAMP sensor, membrane potential fluorescence; Potency, µM (series often up to 57.1 µM), without a hit: at the highest dose activation, usual class: activators; 2.5% of 73,000 active; note: potency is the fitted concentration of half-maximal effect; % of control where 0% means no effect; nearly all actives have a fitted effect of over 55% in size
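Parental HEK 293 cells stably expressing a cAMP-gated CNG channel were loaded with membrane potential dye containing 100 uM RO 20-1724 for 60 min. Compound added for 30 min; depolarization read as fluorescence intensity at 590 nm.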
Rhodamine fluor = compound fluoresces in the rhodamine spectral region; Rhodamine-region fluorescence, 547/598 nm, Tris buffer; stronger effect = higher value; max dye-equivalent concentration, M; 0.05% of 59,000 active; AID 594; in the data active = max dye-equivalent concentration above about 11 nM; inconclusive = between about 1.1 nM and that limit
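qHTS spectral profiling of compounds without any target or enzyme present, in pH 8.0 Tris buffer; plates were read after a 15-minute room-temperature incubation using the rhodamine-region filter set.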
15-hLO inh = inhibitors of human 15-lipoxygenase (ALOX15). 1.4% of 74,000 active. purified 15hLO-1, xylenol orange hydroperoxide absorbance. P16050. Potency, µM (series often up to 57.1 µM), without a hit: at the top dose activity change, negative = inhibition, hits mostly inhibitors; note: potency is the fitted concentration of half-maximal effect; % is set by controls: 0 for no effect and ±100 for the full control effect; nearly all actives have a fitted effect of over 55% in size
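Quantitative HTS in 25 mM Hepes pH 7.5 containing 0.01% Triton X-100: human 15hLO-1 at 40 nM, arachidonic acid at 50 uM, 6 min turnover. Product quantified via ferrous oxidation/xylenol orange, 573:405 nm absorbance ratio.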
Caspase-1 inhib = caspase-1 (human) inhibition, allosteric or competitive. P29466. Caspase-1 enzyme, Ac-WEHD-AFC fluorogenic rate. Potency, µM (top dose mostly 57.5 µM), for the others: at the highest dose activity change, negative = inhibition, most hits filed as inhibitors. 0.03% of 75,000 active. AID 900;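 note: potency is the fitted concentration of half-maximal effect; plate controls were vehicle for no effect and no substrate for full effect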
DNA Pol III inh = blocks replication by bacterial DNA polymerase III holoenzyme | Potency, µM (top dose mostly 57.1 µM), without a hit: at the highest dose activity change, negative = inhibition | reconstituted DNA polymerase III holoenzyme replication, biochemical | 0.25% of 71,000 active; note: potency is the fitted concentration of half-maximal effect; % is set by controls: 0 for no effect and ±100 for the full control effect
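Reconstituted *E. coli* holoenzyme (0.35 nM Pol III, 1 nM beta, 154 nM SSB, 2 nM primase) was preincubated with compound for 15 min at RT. Synthesis on 1.4 nM ssM13Gori ran 35 min, then was stopped with PicoGreen/EDTA and read as dsDNA fluorescence.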
BRCT PPI red = BRCT-phosphoprotein interaction inhibition (red fluorophore); P38398; BRCT-phosphopeptide binding, red fluorescence polarization; Potency, µM (titrated, usually from 76.9 µM), without a hit: at the highest dose activity change, negative = inhibition, hits mostly inhibitors; 0.03% of 75,000 active; AID 892; note: % is set by controls: 0 for no effect and ±100 for the full control effect
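Fluorescence polarization: 100 nM His-tagged BRCA1 BRCT with 100 nM TAMRA-labelled phospho-BACH1 decapeptide, phosphate buffer pH 7.3 with 150 mM NaCl, DTT, 0.01% Tween 20; 12 min RT. Binding inhibition seen as FP decrease.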
USP2a inh = USP2a (human) protease inhibition; O75604; USP2a enzymatic assay, qHTS inhibition; 0.1% of 60,000 active; AID 927; Potency, µM (highest dose often 38.3 µM), for the others: at the top dose activity change, negative = inhibition, usual class: inhibitors;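 note: potency is the fitted concentration of half-maximal effect; nearly all actives have a fitted effect of over 60% in size; plate controls were DMSO for no effect and NEM full inhibition control for full effect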
Target sequence (O75604 whole entry, looked up): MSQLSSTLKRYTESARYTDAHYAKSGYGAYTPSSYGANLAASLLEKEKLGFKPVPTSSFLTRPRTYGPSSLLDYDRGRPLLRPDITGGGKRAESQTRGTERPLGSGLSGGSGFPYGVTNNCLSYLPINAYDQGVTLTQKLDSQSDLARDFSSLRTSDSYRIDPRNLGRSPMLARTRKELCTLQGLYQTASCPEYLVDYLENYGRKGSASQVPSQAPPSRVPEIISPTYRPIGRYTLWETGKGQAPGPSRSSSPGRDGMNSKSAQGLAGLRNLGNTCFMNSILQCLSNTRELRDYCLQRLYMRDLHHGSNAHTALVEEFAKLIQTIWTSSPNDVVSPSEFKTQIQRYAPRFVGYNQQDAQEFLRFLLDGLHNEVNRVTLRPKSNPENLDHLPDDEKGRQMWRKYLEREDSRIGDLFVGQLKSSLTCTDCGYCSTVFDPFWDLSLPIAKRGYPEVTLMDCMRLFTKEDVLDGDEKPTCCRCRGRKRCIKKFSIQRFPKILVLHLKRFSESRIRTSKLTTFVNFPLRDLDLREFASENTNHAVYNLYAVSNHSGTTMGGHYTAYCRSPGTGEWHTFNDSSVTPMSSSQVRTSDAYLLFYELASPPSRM
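Inhibition is measured in a cell-free coupled assay with 20 nM USP2 core, 20 nM Ub-PLA2 and 20 uM NBD C6-HPC, 2.5 h incubation. Activity normalized to NEM control.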
BRCT inh green = blocks human BRCA1 BRCT binding to phosphopeptide, green readout | Potency, µM (highest dose often 76.9 µM), for inactives: at the highest dose activity change, negative = inhibition, usual class: inhibitors | BRCA1 BRCT-phosphopeptide binding, green fluorescence polarization | 0.05% of 75,000 active | AID 875;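 note: potency is the fitted concentration of half-maximal effect; plate controls were peptide without protein for full effect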
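Fluorescence polarization: His-tagged BRCT (~35 kDa BRCA1 C-terminus, 250 nM) bound to 100 nM fluorescein-labeled phosphorylated 10-aa BACH1 peptide, pH 7.3 phosphate buffer with DTT and Tween 20. Compounds incubated 12 min at room temperature; inhibition read as lowered polarization.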
HADH2 inh = inhibitors of human HADH2 dehydrogenase | Q99714 | recombinant HADH2, NADH fluorescence, beta-hydroxybutyryl-CoA | Potency, µM (series often up to 57.1 µM), without a hit: at the highest dose activity change, negative = inhibition, hits mostly inhibitors | 3.4% of 73,000 active; note: potency is the fitted concentration of half-maximal effect; % is set by controls: 0 for no effect and ±100 for the full control effect; nearly all actives have a fitted effect of over 60% in size; many of its hits are not listed in these tables
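20 nM HADH2 + cpd, 15 min RT; add 1 mM NAD+/90 uM beta-hydroxybutyryl-CoA; kinetic fluorescence 360/450 nm, 4 min. Tris-HCl pH 9.0, 0.01% Tween-20.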
Tau fil binding = tau filament binding; P10636; recombinant tau filaments, thioflavin S fluorescence, 15 h; filaments grown with octadecylsulfate alongside compound; AID 596; Potency, µM (titrated, usually from 57.1 µM), for the others: top-dose activity change, negative = inhibition; 2% of 71,000 active;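 note: potency is the fitted concentration of half-maximal effect; % is set by controls: 0 for no effect and ±100 for the full control effect; actives lower thioflavin S fluorescence by blocking filaments or displacing dye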
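Thioflavine S fluorescence (ex 450, em 510 nm) reports filaments formed from 1 uM human tau plus 30 uM ODS over 15 h at 37 C (10 mM HEPES pH 7.4, 100 mM NaCl, 5 mM DTT); compounds displacing dye or blocking filaments lower signal.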
Starred values were filed as active, the others as inactive; i = inactive; u = inconclusive; x = not tested or not shown; & = joins results of further samples; [ ] = remark or other dose. Unless noted, calls come from the whole dose curve; as a rule, active = well fitted curve in the direction sought with a large enough effect; inconclusive = small, poorly fitted or top-dose-only effect, or another doubt; inactive = no such curve, though single readings can be large; an effect the other way counts as inactive or inconclusive. The list is partial, so the mix of outcomes need not match the whole.

SMILES	Caspase-7 inhib	HEK293 cAMP ctrl	Rhodamine fluor	15-hLO inh	Caspase-1 inhib	DNA Pol III inh	BRCT PPI red	USP2a inh	BRCT inh green	HADH2 inh	Tau fil binding
CC(=O)c1ccccc1NC(=O)C1C2CCC(O2)C1C(=O)O (stereo not given)	-2%	1%	i	14%	0%	-1%	-0.9%	5%	-0.1%	-5%	3%
COc1cc2[nH]c(=O)n(-c3ccccc3)c(=O)c2cc1OC	0%	-8%	i	5%	1%	-8%	0.1%	-1%	-1.0%	u	-13%
CN(C)C1C(=O)C(C(N)=O)=C(O)[C@@]2(O)C(=O)C3=C(O)c4c(O)cccc4[C@@](C)(O)C3C[C@@H]12 (stereo not given in full)	-17%	x	x	4%[25.6 µM]	-8%	x	-2.1%	x	1.1%	x	x
CC1(C)Cc2c(sc3c2C(=O)NC(c2cccnc2)N3)CO1 (stereo not given)	-3%	-33%[inhibitor]	x	-6%	-6%	x	0.4%	x	-1.5%	u	x
Cc1nonc1-c1nc(-c2nonc2N)n[nH]1	-1%	4%	i	-1%	2%	0%	-2.2%	-1%	0.3%	-3%	-7%
C=C(C)[C@H]1[C@H]2OC(=O)[C@@H]1[C@]1(O)C[C@H]3O[C@]34C(=O)O[C@H]2[C@]14C	x	6%	i	x	x	-3%	x	x	x	13%	32µM*
CC1=C(O)C(=O)C=C2C1=CC=C1[C@]2(C)CC[C@@]2(C)C3C[C@](C)(C(=O)O)CC[C@@]3(C)CC[C@@]12C (stereo not given in full)	-16%	x	x	4µM*	-3%	x	-0.3%	21%	-2.2%[3.08 µM]	x	x
O=[N+]([O-])c1ccc(O[C@H]2O[C@@H](CO)[C@@H](O)[C@@H](O)[C@@H]2F)c([N+](=O)[O-])c1	-2%	13%	i	-1%	-1%	-5%	-1.3%	0%	-1.1%	-9%	-4%
O.O.[NH-]C1(C(=O)O)CCCC1.[NH-]C1(C(=O)O)CCCC1.[Ni+2]	-1%[11.5 µM]	13%[11.4 µM]	i	0%[11.4 µM]	0%[11.5 µM]	-8%[11.4 µM]	-1.0%[15.4 µM]	x	-3.3%[15.4 µM]	11%[11.4 µM]	-3%[11.4 µM]
O=C(C1c2ccccc2C(=O)N2CCc3ccccc3C12)N1CCC2(CC1)OCCO2 (stereo not given)	0%	28%	i	5%	1%	-4%	-4.0%	-3%	-0.5%	5%	3%
CC[N+](CC)(CCCNC1=CC(=O)C(NCCC[N+](CC)(CC)Cc2ccccc2)=CC1=O)Cc1ccccc1	1%	2%	x	-9%[25.6 µM]	-1%	-5%	-0.2%	x	-1.4%	14%	32µM*
CC1(C)N(O)C2CCCCC2N1O (stereo not given)	0%	3%	i	-17%	-1%	0%	0.5%	-6%	-4.3%	u	0%
C=CCN1CC[C@@]23c4c5ccc(O)c4O[C@H]2/C(=N\N=C2/CC[C@@]4(O)[C@H]6Cc7ccc(O)c8c7[C@@]4(CCN6CC=C)[C@@H]2O8)CC[C@]3(O)[C@@H]1C5	-2%&1%	u	i	-18%[25.6 µM]	2%&0%	-5%&26%	0.0%&-0.7%	20%	-2.0%&-2.1%	-14%&12%	u
CCC/C=C(\CCC)C(NP(=O)(c1ccccc1)c1ccccc1)c1ccccc1 (stereo not given)	-3%	u	x	x	0%	-15%	0.3%	x	-3.1%	-11%	-11%
CC(=O)N1CC[N+](C)(C)CC1	2%	1%	x	-27%[25.6 µM]	1%	-9%	-1.8%	x	-1.2%	6%	7%
O=C(NCc1ccco1)C(c1ccco1)N(C(=O)Cn1nnc2ccccc21)c1ccc2c(c1)CCC2 (stereo not given)	-2%	u	i	1%	-4%	-2%	-4.4%	x	0.0%	12%	-12%
C[C@H]1OC[C@@H](C[N+](C)(C)C)O1	0%	u	i	5%	1%	-4%	-1.8%	2%	-3.3%	-8%	-3%
ClC1C(Cl)C(Cl)C(Cl)C(Cl)C1Cl (stereo not given)	2%	x	x	6%	2%	x	0.1%	-11%	-1.0%[3.08 µM]	x	x
CCCCCCC(C)OC(=O)COc1ccc(Cl)cc1Cl (stereo not given)	0%	x	x	0%	-2%	x	0.8%	-18%	0.0%	x	x
NCCc1c[nH]c2ccc(C(N)=O)cc12	-1%&0%	u	i	-22%[25.6 µM]	0%&3%	-7%&-4%	-3.4%&-0.4%	4%	-0.4%&2.1%	u	u
CN(C)CCC(C#N)(c1ccccc1)c1ccccc1	-3%[11.5 µM]	28%[11.4 µM]	i	8%[11.4 µM]	0%[11.5 µM]	-8%[11.4 µM]	-0.4%[15.4 µM]	x	-1.6%[15.4 µM]	-1%[11.4 µM]	-2%[11.4 µM]
O=c1[nH]c(=O)n(Cc2ccco2)c(O)c1C=NCc1cccs1	-4%	2%	i	-29%	-1%	-7%	-2.6%	-2%	3.9%	-24%	-8%
c1ccc2c(CCNC3=NCCC3)c[nH]c2c1	1%	-3%	i	13µM*	2%	u	-3.3%	u	-0.7%	11%	-2%
ClC=C(Cl)Cl	2%	-21%	x	-5%	u	-5%	-0.7%	x	1.5%	-1%	13%
C[C@@H](CO)NC(=O)[C@H]1C=C2c3cccc4[nH]cc(c34)C[C@H]2N(C)C1	x	-1%	i	x	x	-3%	x	x	x	40µM*	41%
Other structures
SMILES	Caspase-7 inhib	HEK293 cAMP ctrl	Rhodamine fluor	15-hLO inh	Caspase-1 inhib	DNA Pol III inh	BRCT PPI red	USP2a inh	BRCT inh green	HADH2 inh	Tau fil binding
Cc1ccc2c(c1)N(CCC(=O)N1CCC3(CC1)OCCO3)C(=O)CO2	1%	1%	i	3%	-3%	9%	0.6%	13%	-0.5%	6%	-11%
CN1Cc2c(ccc3c2OCO3)[C@@H]2[C@@H](O)Cc3cc4c(cc3[C@@H]21)OCO4	2%[25.7 µM]	19%[25.6 µM]	i	8%[25.6 µM]	-1%[25.7 µM]	-14%	0.7%[34.4 µM]	7%[17.1 µM]	-0.4%[34.4 µM]	8%	u
NC[C@H](CS(=O)(=O)O)c1ccc(Cl)cc1	1%	0%	x	-18%[25.6 µM]	-2%	-1%	0.4%	x	0.7%	2%	u
CCCCn1c(O)c(C(C)=NCCCN(C)C)c(=O)[nH]c1=O	0%	-9%	i	-1%	1%	-2%	-1.4%	5%	-3.4%	6%	-6%
Brc1ccccc1Cn1c(-c2cncs2)nc2ccccc21	-4%	u	x	0%	-3%	16%	0.7%	x	0.9%	-14%	150%
OCCN1CCN(CCCN2c3ccccc3Sc3ccc(C(F)(F)F)cc32)CC1	-1%	4%[25.6 µM]	i	-15%	0%	-4%[25.6 µM]	-0.1%	49%[activator]	-2.4%[3.08 µM]	19%[25.6 µM]	-23%[25.6 µM]
CC1(C)CSC(Nc2ccc(F)c(Cl)c2)=N1	1%	24%	i	u	1%	1%	0.6%	-1%	-2.3%	4%	-4%
CCC(CO)NC(=O)C1C=C2c3cccc4[nH]cc(c34)CC2N(C)C1 (stereo not given)	-19%	x	x	-9%	-10%	x	0.4%	31%[activator]	-0.8%[3.08 µM]	x	x
COc1cc(CCN)c(OC)c(OC)c1	-1%[11.5 µM]	10%[11.4 µM]	i	7%[11.4 µM]	4%[11.5 µM]	-2%[11.4 µM]	1.5%[15.4 µM]	x	-0.4%[15.4 µM]	0%[11.4 µM]	-1%[11.4 µM]
CN1CCN(c2ccc(NC(=O)C(C)(C)C)cc2)CC1	0%	0%	i	6%	0%	-2%	-0.2%	-4%	-3.7%	-1%	4%
CCC(=O)c1cn(Cc2ccccc2C#N)c2ccccc12	3%	20µM*	i	-3%	-1%	-3%	1.7%	1%	3.4%	-8%	16%
O=C1C=C2C(=CCOC2O)O1 (stereo not given)	-1%	x	x	0%	-5%	x	-2.7%	-17%	-1.4%[3.08 µM]	x	x
CCN1CCN(c2ncnc3ccc(Br)cc23)CC1	1%	9%	i	6%	0%	0%	-0.9%	7%	-3.4%	9%	5%
O=c1cccc2n1CC1CC2CN(Cc2c(F)cccc2Cl)C1 (stereo not given)	-3%	25%	x	-18%	1%	0%	-0.2%	-9%	-3.7%	2%	5%
CC(C)(C)OOC(C)(C)C	0%	30%	x	0%	4%	-1%	0.6%	x	-0.1%	4%	11%
COc1ccc2c(c1OC)C(=O)OC2c1c(O)n(Cc2ccc(F)cc2)c(=O)[nH]c1=O (stereo not given)	-1%	3%	i	-1%	0%	-5%	0.7%	8%	-3.7%	u	-18%

Compound activity from PubChem BioAssay.
